Screening data as filed in PubChem BioAssay.
LAP4-GFP MLPCN: modulators of TOR pathway LAP4-GFP in S. cerevisiae | S. cerevisiae LAP4-GFP multiplex, flow cytometry GFP, 3 h; median GFP as percent of DMSO wells | GFP response vs DMSO, % at 10 µM | actives 0.34% (n = 320,000);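 active means GFP response vs DMSO above a set limit, about the screen mean plus 3 SD, cut at about 150% in these data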
AGP1-GFP MLPCN: alters AGP1-GFP fluorescence in TOR pathway yeast screen. S. cerevisiae AGP1-GFP multiplex flow cytometry, 3 h; GFP as percent of DMSO wells. GFP response vs DMSO, % at 10 µM. actives 0.02% (n = 320,000). AID 2066;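 active means GFP response relative to DMSO above a set limit, near screen average plus 3 SD, cut at about 150% in these data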;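 further: median GFP channel fluorescence of the gated AGP1 strain per well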
GRK2 aptamer HTS: blocks RNA aptamer binding to human GRK2; P25098; bead flow cytometry, FAM-aptamer displacement from GRK2; inhibition of aptamer binding, % at 10 µM; actives 0.59% (n = 330,000); AID 488847;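 active means inhibition of aptamer binding above 40%, roughly 3 SD of noise, on plates passing a quality check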;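 further: median bead fluorescence of bound FAM aptamer so fluorescent compounds give negative values; no value below 0 was filed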
Target sequence (P25098 whole entry, looked up): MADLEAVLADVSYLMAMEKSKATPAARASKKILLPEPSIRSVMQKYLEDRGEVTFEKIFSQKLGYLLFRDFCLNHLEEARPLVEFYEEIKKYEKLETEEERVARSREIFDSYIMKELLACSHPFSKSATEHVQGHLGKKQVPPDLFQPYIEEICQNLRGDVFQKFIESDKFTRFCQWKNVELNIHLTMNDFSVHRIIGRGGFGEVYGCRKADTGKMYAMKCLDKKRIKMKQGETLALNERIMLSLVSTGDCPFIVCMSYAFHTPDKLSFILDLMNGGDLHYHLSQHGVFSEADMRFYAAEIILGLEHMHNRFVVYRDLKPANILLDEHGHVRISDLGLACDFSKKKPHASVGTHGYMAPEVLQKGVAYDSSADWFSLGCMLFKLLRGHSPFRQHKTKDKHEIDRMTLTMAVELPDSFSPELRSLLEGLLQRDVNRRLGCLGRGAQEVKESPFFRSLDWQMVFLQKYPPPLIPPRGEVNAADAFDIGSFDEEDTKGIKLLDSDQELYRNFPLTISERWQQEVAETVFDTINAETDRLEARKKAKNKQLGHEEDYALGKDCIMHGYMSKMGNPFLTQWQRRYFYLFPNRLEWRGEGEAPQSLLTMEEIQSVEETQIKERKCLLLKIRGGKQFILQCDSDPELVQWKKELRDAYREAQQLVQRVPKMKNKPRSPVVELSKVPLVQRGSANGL
CIT2 TOR yeast: alters CIT2-GFP fluorescence in TOR pathway yeast screen | S. cerevisiae CIT2-GFP strain, flow cytometry, 3 h; 100 means same as DMSO wells | GFP response vs DMSO, % at 10 µM | actives 0.065% (n = 320,000) | AID 2029;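 active means GFP response relative to DMSO above a set limit, near the screen mean plus 3 SD, cut at about 150% in these data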;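 further: ratio of well median GFP fluorescence to mean of DMSO wells on the plate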
RPL19A TOR yeast: alters RPL19A-GFP fluorescence in TOR pathway yeast screen. S. cerevisiae RPL19A-GFP strain, flow cytometry, 3 h; hits give low values. percent response vs DMSO, % at 10 µM. actives 0.3% (n = 330,000). AID 2025;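 active means percent response vs DMSO below 50%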;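 further: median channel GFP fluorescence of the barcoded RPL19A-GFP strain; ratio of sample median GFP to plate DMSO average so 100% = DMSO; lower means less RPL19A-GFP as with rapamycin TOR inhibition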
VLA-4 inh: inhibition in a human VLA-4 binding assay | P13612 | VLA-4 expressing cells, ligand binding flow cytometry | inhibition, % (about 7 µM as worked out from the volumes in the protocol) | actives 0.2% (n = 330,000) | AID 2557; in the data active means inhibition above about 50%
MEP2 TOR yeast: yeast TOR pathway MEP2-GFP modulation; S. cerevisiae MEP2-GFP strain, flow cytometry GFP, 3 h; 100% = DMSO control level; GFP response vs DMSO, % at 10 µM; actives 0.51% (n = 330,000);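 active means GFP response versus DMSO above a set limit, roughly screen mean plus 3 SD, cut at about 180% in these data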;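 further: median GFP fluorescence of the barcode-gated MEP2-GFP cells per well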
CR mimetic SO: lowers age-related superoxide in aged yeast cells. S. cerevisiae aged cells, superoxide DHE fluorescence; hits give low values. superoxide response (% of plate mean), % at 10 µM. actives 0.18% (n = 330,000). AID 2690;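 active means superoxide response under a set limit, about three screen SD below normal, cut at about 65% in these data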;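 further: yeast aged for seven days with compound at 30 °C before DHE staining; 100% = average MFI of all compound-treated wells on the plate with controls excluded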
An asterisk follows results filed as active; nt = no result given.

SMILES | LAP4-GFP MLPCN | AGP1-GFP MLPCN | GRK2 aptamer HTS | CIT2 TOR yeast | RPL19A TOR yeast | VLA-4 inh | MEP2 TOR yeast | CR mimetic SO
Cn1c(O)c(C=Nc2ccc3c(c2)CCC3)c(=O)n(C)c1=O | 88 | 81 | 0 | 88 | 85 | 1 | 90 | 102
CCC(=Nc1ccccc1N)c1c(O)[nH]c(=O)[nH]c1=O | 91 | 98 | 0 | 99 | 101 | 2 | 108 | 99
O=C1CC(N2CCC(n3c(=O)[nH]c4ccccc43)CC2)C(=O)N1Cc1ccccc1 (stereo not given) | 100 | nt | 6 | 103 | 99 | -8 | 101 | 99
CCCCn1c(O)c(C(C)=NCCN2CCCCC2)c(=O)[nH]c1=O | 117 | 101 | 0 | 98 | 100 | 2 | 103 | 115
CC(=O)OC1(c2ccccc2)CC(C(C)(C)C)CN(C(C)(C)C)C1 (stereo not given) | 90 | 98 | 2 | 101 | 109 | 12 | 103 | 98
NCCCCCC(=O)OC1N=C(c2ccccc2Cl)c2cc(Br)ccc2NC1=O (stereo not given) | 90 | 95 | 0 | 89 | 87 | 15 | 83 | 97
Cc1ccsc1C(=O)C1CCCN(Cc2c(C)nn(C(C)C)c2C)C1 (stereo not given) | 100 | 99 | 0 | 94 | 97 | 9 | 100 | 108
Cn1c(O)c(C=Nc2ccccc2-c2ccccc2)c(=O)n(C)c1=O | 102 | 95 | 1 | 89 | 98 | 6 | 100 | 92
CC(C)Oc1cc(-n2c(=S)[nH]c3ccccc3c2=O)c(Cl)cc1Cl | 110 | 97 | 0 | 79 | 92 | 14 | 92 | 106
COc1ccc(C=O)cc1 | 108 | 96 | 1 | 85 | 99 | 10 | 97 | 92
Cc1ccccc1N1C(=O)CC(=O)NC1=O | 99 | 100 | 1 | 100 | 99 | -14 | 98 | 113
COc1ccc(OC)c(CNCCc2ccc(OC)c(OC)c2)c1 | 96 | 98 | 0 | 101 | 106 | 3 | 104 | 84
CN1CCC(OC(=O)C2c3ccccc3Oc3ccccc32)CC1 | 90 | 102 | 7 | nt | 100 | -4 | 98 | 84
CN1C2CCC1CC(OC(=O)c1ccc([N+](=O)[O-])cc1)C2 (stereo not given) | 97 | 108 | 1 | 100 | 102 | 12 | 107 | 105
O=c1cccc2n1CC1CC2CN(c2nc(N3CCCCC3)nc(N3CCCCC3)n2)C1 (stereo not given) | 106 | 92 | 2 | 102 | 106 | 15 | 101 | 87
O=C(C1CCC(=O)N1Cc1ccc(F)cc1)N1CCC2(CC1)OCCO2 (stereo not given) | 89 | 89 | 4 | 97 | 94 | -3 | 96 | 100
COC(=O)C1=C(c2ccc(F)cc2OCc2ccccc2)C[C@@H]2CC[C@H]1N2C(=O)NCc1cccc(OC)c1 | 98 | 97 | 0 | 102 | 97 | -9 | 87 | 84
CSc1ccccc1C(=O)C1CCCN(Cc2ccn[nH]2)C1 (stereo not given) | 93 | 109 | 0 | 103 | 105 | -7 | 101 | 98
O=c1cccc2n1CC1CC2CN(Cc2ccc3c(c2)OCO3)C1 (stereo not given) | 101 | 107 | 5 | 106 | 102 | -7 | 104 | 111
CCOC(=O)c1c(NC(NC(=O)CF)C(Cl)(Cl)Cl)sc2c1CCCC2 (stereo not given) | 117 | 112 | 1 | 110 | 115 | 8 | 118 | 122
OC(Cc1ccccc1)(c1ccccc1)C1CN2CCC1CC2 (stereo not given) | 105 | nt | 0 | 102 | 100 | 3 | 110 | 101
CN(C)C(Cc1ccccc1)C(=O)c1ccccc1 (stereo not given) | 84 | 90 | 3 | 88 | 99 | 8 | 94 | 94
O=c1[nH]c(=S)[nH]c(O)c1N=Nc1cccc(S(=O)(=O)N2CCOCC2)c1 | 110 | 117 | 2 | 112 | 113 | 5 | 103 | 107

Entries shown so far that have nitrogen in an aromatic ring, in the order listed:
SMILES | LAP4-GFP MLPCN | AGP1-GFP MLPCN | GRK2 aptamer HTS | CIT2 TOR yeast | RPL19A TOR yeast | VLA-4 inh | MEP2 TOR yeast | CR mimetic SO
Cn1c(O)c(C=Nc2ccc3c(c2)CCC3)c(=O)n(C)c1=O | 88 | 81 | 0 | 88 | 85 | 1 | 90 | 102
CCC(=Nc1ccccc1N)c1c(O)[nH]c(=O)[nH]c1=O | 91 | 98 | 0 | 99 | 101 | 2 | 108 | 99
O=C1CC(N2CCC(n3c(=O)[nH]c4ccccc43)CC2)C(=O)N1Cc1ccccc1 (stereo not given) | 100 | nt | 6 | 103 | 99 | -8 | 101 | 99
CCCCn1c(O)c(C(C)=NCCN2CCCCC2)c(=O)[nH]c1=O | 117 | 101 | 0 | 98 | 100 | 2 | 103 | 115
Cc1ccsc1C(=O)C1CCCN(Cc2c(C)nn(C(C)C)c2C)C1 (stereo not given) | 100 | 99 | 0 | 94 | 97 | 9 | 100 | 108
Cn1c(O)c(C=Nc2ccccc2-c2ccccc2)c(=O)n(C)c1=O | 102 | 95 | 1 | 89 | 98 | 6 | 100 | 92
CC(C)Oc1cc(-n2c(=S)[nH]c3ccccc3c2=O)c(Cl)cc1Cl | 110 | 97 | 0 | 79 | 92 | 14 | 92 | 106
O=c1cccc2n1CC1CC2CN(c2nc(N3CCCCC3)nc(N3CCCCC3)n2)C1 (stereo not given) | 106 | 92 | 2 | 102 | 106 | 15 | 101 | 87
CSc1ccccc1C(=O)C1CCCN(Cc2ccn[nH]2)C1 (stereo not given) | 93 | 109 | 0 | 103 | 105 | -7 | 101 | 98
O=c1cccc2n1CC1CC2CN(Cc2ccc3c(c2)OCO3)C1 (stereo not given) | 101 | 107 | 5 | 106 | 102 | -7 | 104 | 111
O=c1[nH]c(=S)[nH]c(O)c1N=Nc1cccc(S(=O)(=O)N2CCOCC2)c1 | 110 | 117 | 2 | 112 | 113 | 5 | 103 | 107

This is a subset (hit frequency here may not be typical).
